Assay outcomes (PubChem BioAssay)
PV pol inh: poliovirus RdRp elongation inhibitors, primary screen, biochemical, fluorescence polarization, total intensity | % elongation, % (compound at 16.7 µg/mL) | Genome polyprotein (Poliovirus type 1 (strain Mahoney)), P03300 | poliovirus polymerase elongation; active compounds read low | AID 588519, 2011 | 150,000 compounds, 0.66% hits; in the data active = % elongation below about 90%; also: some results filed as inactive read as strong as hits
Target sequence (P03300 1749-2209 limits assumed): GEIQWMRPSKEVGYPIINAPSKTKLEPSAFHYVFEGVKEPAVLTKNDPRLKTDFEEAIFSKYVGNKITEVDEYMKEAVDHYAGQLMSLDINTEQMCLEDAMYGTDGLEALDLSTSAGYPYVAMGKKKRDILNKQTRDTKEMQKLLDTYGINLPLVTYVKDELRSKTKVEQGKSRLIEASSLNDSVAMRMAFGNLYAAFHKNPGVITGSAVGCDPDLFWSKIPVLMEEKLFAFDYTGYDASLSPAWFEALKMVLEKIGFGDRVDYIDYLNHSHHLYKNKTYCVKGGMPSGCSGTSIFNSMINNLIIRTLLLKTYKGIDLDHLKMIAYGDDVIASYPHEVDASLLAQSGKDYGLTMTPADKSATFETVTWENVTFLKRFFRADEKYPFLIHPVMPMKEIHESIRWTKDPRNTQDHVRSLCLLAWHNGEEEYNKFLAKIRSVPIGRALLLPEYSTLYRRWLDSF
PV pol inh FP z-score: recorded beside PV pol inh, whose call it bears; z-score; measured here: FP z-score; hits read low
The depositor's hits bear a star; & = joins results of further samples. An excerpt; rates above refer to the full screens.

Values in the order: PV pol inh | PV pol inh FP z-score
- Cc1nc(SCC(=O)N2CCSc3ccccc32)c(C#N)c(C)c1C
→ 105.0 | 0.3
- CC1CCN2C(c3ccc(Cl)cc3)=CSC2=N1 (centres undefined)
→ 99.0 | -0.5
- CC(=O)Nc1ccc(S(=O)(=O)N2CCCCC2C)cc1 (centres undefined)
→ 105.0 | 0.2
- COc1ccc(OC)c(S(=O)(=O)c2ccc(C)cc2)c1
→ 104.0 | 0.8
- COc1ccc(-c2noc(CN3CCCC(C(=O)O)C3)n2)cc1OC (centres undefined)
→ 101.0 | 0
- CCSc1cc(C(F)(F)F)nc2cc(C(C)(C)C)nn12
→ 100.0 | -0.8
- CC1Cc2ccccc2N1C(=O)CSc1ccc2c(c1)OCCO2 (centres undefined)
→ 100.0 | 0
- CCc1ccccc1NC(=O)CNCc1ccccc1
→ 102.0 | 0.1
- CN(CC(O)COCc1cccs1)C1CCCCC1 (centres undefined)
→ 102.0 | 0.1
- O=C(COc1ccc(F)cc1F)n1cnc2ccccc21
→ 103.0 | 0
- COC(=O)c1c(C)[nH]c(C2=NNC(=NC3CCCCC3)SC2C)c1C (centres undefined)
→ 96.0 | -0.6
- NC(=O)c1cc(Cl)ccc1I
→ 110.0 | 1.1
- O=C(O)c1ccc(C2SCC(=O)N2NS(=O)(=O)c2ccc(F)cc2)cc1 (centres undefined)
→ 93.0 | -1
- Cc1cc(C)nc(SCC(=O)N2c3ccccc3C(C)CC2(C)C)n1 (centres undefined)
→ 101.0 | -0.1
- Clc1ccc(SCc2csc(-c3ccsc3)n2)cc1
→ 103.0 | 0.1
- CCC(Sc1nc2ccccc2c2nc(CCn3c(C)nc4ccccc43)nn12)C(=O)Nc1ccc(F)cc1 (centres undefined)
→ 104.0 | -0.5
- CCn1cc(C(=O)N2CCCSC2=Nc2ccccc2)c(=O)c2ccc(C)nc21
→ 105.0 | 1.1
- CC(Sc1oc(-c2cccs2)nc1S(=O)(=O)c1ccccc1)c1ccccc1 (centres undefined)
→ 107.0 | 0.7
- O=C(CSc1nnc2n1CCCCC2)NC(=O)c1cccs1
→ 101.0 | -0.2
- CC(=O)N1CCc2cc(S(=O)(=O)CCC(=O)Nc3ccc(C)cc3Br)ccc21
→ 115.0 | 1.8
- COc1ccc(CCNC(=O)c2ccc3c(c2)nc2n3CCCCC2)cc1OC
→ 106.0 | -0.5
- COc1cc2c(cc1OC)C(=O)NCC2
→ 103.0 | -0.1
- COC(=O)C1=C(c2ccccc2)c2ccccc2S(=O)(=O)N1CC(=O)Nc1ccccc1Cl
→ 104.0 | -0.5
- COc1cccc(C2c3c(oc4ccccc4c3=O)C(=O)N2c2ccccn2)c1 (centres undefined)
→ 96.0 | -1.2
- COCCCNC(=O)c1oc2c(c1C)-c1nn(Cc3ccc(Cl)cc3)cc1CC2
→ 106.0 | -0.2
- COc1ccc(C2N(c3ccc(OC)cc3)C(=O)C23CCCC3)cc1 (centres undefined)
→ 106.0 | 0.2
- CCCc1cnc2c(c1SCc1ccc(C(F)(F)F)cc1)c(=O)n(C)c(=O)n2C
→ 112.0 | 1.2
- CC(C)Oc1snc(Cl)c1C(N)=O
→ 103.0 | 0
- CCN(CC)C(=S)Nc1ccc2nsnc2c1
→ 43.0 | -13.7
- CCCCn1cc2c(c1-c1ccc(Cl)cc1)c(=O)n(C)c(=O)n2C
→ 100.0 | -1.7
- COCCNc1nc2c(S(=O)(=O)c3ccccc3)nnn2c2ccc(Cl)cc12
→ 97.0 | -2.3
- NC(=O)NCCc1nc2ccccc2[nH]1
→ 106.0 | 2.1
- COc1cc(C(=O)O)cc(OC)c1OCC(N)=O
→ 96.0 | -0.8
- O=C(Nc1ccccc1)c1ccccc1OCC(=O)N1CCCC1
→ 105.0 | 0.2
- CCOc1cc(C#N)c(NC(=O)c2ccc(OC)c(S(=O)(=O)N3CCN(c4ccccc4)CC3)c2)cc1OCC
→ 101.0 | -0.5
- COC(=O)c1ccc(NC(=S)NC2CC2)cc1
→ 100.0 | -0.4
- COC(=O)c1sc(N)c(C(=O)OC)c1COC(=O)CNS(=O)(=O)c1cccc(C#N)c1
→ 111.0 | 1
- CCc1cccc(NC(=O)Cn2ncc3c(=O)oc4ccccc4c32)c1
→ 103.0 | 1
- Cc1cc2nc(CSc3nc4ccccc4[nH]3)cc(=O)n2o1
→ 100.0 | -0.6
- COc1cccc(C(=O)OCC(=O)NCc2ccccc2)c1
→ 98.0 | -0.2
- S=C(NCC1CCCO1)N1CCc2ccccc21 (centres undefined)
→ 104.0 | 0.1
- Cc1ccc(C)c(N2CCN(CCCNC(=O)c3oc4c(c3C)-c3[nH]ncc3CC4)CC2)c1
→ 102.0 | -0.8
- COc1ccc(CNC(=O)c2cc(-c3ccc(OC)c(OC)c3)nc3n[nH]c(-c4ccc(C)cc4)c23)cc1
→ 99.0 | -1.1
- CCNS(=O)(=O)c1ccc(NC(=O)Cc2ccc(OC)cc2)cc1
→ 101.0 | -0.5
- COc1ccccc1N(C(=O)C1CSC(=O)C1)C(C(=O)NC1CCCCC1)c1ccncc1 (centres undefined)
→ 104.0 | 0.7
- Cc1ccc(N2C(=O)C(C(C)C)NC2=S)cc1 (centres undefined)
→ 101.0 | -0.3
- CCOc1cccc(C(=O)Nc2c(C(=O)c3ccc(OC)cc3)oc3ccccc23)c1
→ 108.0 | 0.5
- COc1cc(NC(=O)NCCn2nnc3cc(S(=O)(=O)N(C)C)ccc32)cc(OC)c1
→ 101.0 | -1.2
- Cc1cccc(-n2c(SCc3csc(C)n3)nnc2-c2cccc(S(=O)(=O)N(C)C)c2)c1
→ 99.0 | -0.2
- Cc1ccc(C(=O)c2cn(Cc3ccc(F)cc3)c3nc(C)ccc3c2=O)cc1
→ 111.0 | 1.4
- S=c1[nH]c2ccccc2n1CCc1ccccc1
→ 67.0* | -4*
- O=C(O)CSc1nc2ccccc2n2cnnc12
→ 100.0 | -0.8
- NS(=O)(=O)c1ccc(N2CCCC2=O)cc1
→ 103.0 | 0
- CN(Cc1c(F)cccc1Cl)C(=O)Cc1ccc2c(c1)OCCO2
→ 105.0 | -0.1
- CSCC(=O)OCc1cc(=O)oc2cc3c(cc12)CCC3
→ 102.0 | 0
- O=C(COC(=O)c1ccco1)N=c1sccn1Cc1ccccc1Cl
→ 103.0 | 0.1
- Cc1noc(C)c1COc1cccc(C(=O)OCC(=O)c2ccc[nH]2)c1
→ 105.0 | 0.7
- O=C(COc1coc(CN2CCc3ccccc3C2)cc1=O)N1CCCC1
→ 102.0 | 0
- N#CC1(NC(=O)COc2ccc3ccccc3c2)CCCC1
→ 102.0 | -0.2
- COc1ccc(OC)c(NC(=O)C2=C(C)C(=O)OC23CCCCCC3)c1
→ 107.0 | 0.3

More records follow.
Values in the order: PV pol inh | PV pol inh FP z-score
- N/C(=N\OC(=O)c1ccc(Br)o1)c1ccncc1
→ 105.0 | 0.5
- O=C(NCc1ccccc1)c1ccc(S(=O)(=O)C(F)F)cc1
→ 106.0 | 0.9
- COc1ccc(-c2nc(CN3CCCC3c3cccs3)cs2)cc1OC (centres undefined)
→ 102.0 | -0.1
- COc1ccc(NC(=O)C(=O)/C=C(\O)c2ccccc2)cc1
→ 105.0 | 0.6
- COc1cccc(CN(C)CC(=O)Nc2c(C#N)c(C)c(C)n2Cc2ccco2)c1OC
→ 102.0 | -0.1
- CC1(C)C(=O)Nc2ccccc2N1C(=O)COC(=O)CSc1nnc(-c2ccc(Cl)cc2)o1
→ 100.0 | -0.3
- Cc1cccc(C)c1OC(=O)C1=CN2CCS(=O)(=O)N=C2C=C1
→ 100.0 | -0.1
- COCCc1ccc(OCC(O)CNC(C)C)cc1 (centres undefined)
→ 99.0&102.0 | -0.1&0.5
- COC(CNC(=O)c1ccc2c(=O)n(Cc3ccco3)c(=S)[nH]c2c1)OC
→ 101.0 | 0.1
- CCOc1ccc(S(=O)(=O)N2CCC(C(=O)N(c3ccccc3)c3nc(C)cs3)CC2)cc1
→ 103.0 | 0
- O=C(c1ccc(Cl)cc1)c1cnc2ncccn12
→ 101.0 | -0.2
- COc1ccccc1NC(=O)Cn1nc2c3cc(F)ccc3n(Cc3cccc(C)c3)cc-2c1=O
→ 117.0 | 1.8
- Cc1ccc(CN2CCCNC2=O)cc1
→ 103.0 | 0.5
- Cc1ccc2c(CC(=O)Nc3nnc(C(C)C)s3)coc2c1C
→ 114.0 | -0.1
- Cc1ccccc1CN1CCC(CNc2nc(-c3ccccc3)no2)CC1
→ 103.0 | 1.1
- C[N+]1(C2CCC3CCC2C3=O)CCCC1 (centres undefined)
→ 101.0 | -0.3
- Oc1nc(-c2cccc(C(F)(F)F)c2)n2ccncc12
→ 98.0 | 0
- CCOc1ccccc1NC(=O)NC1CC2CCCC(C1)N2Cc1nnnn1CCc1ccccc1 (centres undefined)
→ 106.0 | 1.6
- CCOC(=O)N1CCC(NC(=O)c2ccc3c(c2)NC(=O)C2CCCN32)CC1 (centres undefined)
→ 102.0 | 0.3
- Cc1cccc(NC(=O)C(Cc2ccccc2)NS(=O)(=O)c2ccc3c(c2)c(=O)n(C)c(=O)n3C)n1 (centres undefined)
→ 101.0 | 0.2
- CN1CCCCCC1=Nc1cccc(F)c1
→ 102.0 | 0.2
- CN(C)c1ccc(C(CNC(=O)COc2ccc(Cl)cc2)N2CCOCC2)cc1 (centres undefined)
→ 110.0 | 0.7
- CNC(=S)N(C)/N=C1/C(=O)N(Cc2c(Cl)cccc2Cl)c2ccccc21
→ 98.0 | -0.5
- CC(C)C(C(=O)O)N1C(=O)c2ccc(C(=O)O)cc2C1=O (centres undefined)
→ 102.0 | 0.2
- CCCN1C(=O)c2cc(C(=O)NCCc3cccc(C)c3)ccc2C1O (centres undefined)
→ 100.0 | 0.1
- Cc1ccc(Cn2cccc(NC(=O)c3ccncc3)c2=O)cc1
→ 99.0 | -0.6
- Nc1nc2c(C(=O)N3CCOCC3)nnn2c2ccccc12
→ 103.0 | 0
- O=C(NNc1nccc(C(F)(F)F)n1)Nc1cccc(Cl)c1
→ 103.0 | 0.4
- Cn1ccnc1C(=O)c1cc(SCC(=O)N2CCOCC2)nc2ccccc12
→ 109.0 | 1
- Cc1cc(C)c(NC(=O)Cn2nnc(C(=O)Nc3ccc(F)cc3F)c2N)c(C)c1
→ 107.0 | 0.2
- Cc1ccc(NC(=O)c2ccc3noc(-c4ccccc4)c3c2)cc1F
→ 102.0 | 0.9
- Cc1ccc(C(O)C(=O)c2cccs2)o1 (centres undefined)
→ 101.0 | -0.5
- OC(CON=C1c2ccccc2-c2ccccc21)CN1CCN(c2ccccn2)CC1 (centres undefined)
→ 103.0 | 0.1
- Cc1ccccc1C(=O)OC1CCCC1
→ 104.0 | 0.7
- O=C(Cc1csc2nc(-c3ccc(Cl)cc3)cn12)N1CCN(c2ccccc2)CC1
→ 102.0 | 0.9
- N#Cc1ccccc1NC(=O)C1CCC1
→ 105.0 | 1.5
- CC/C(=N\NC(=O)c1cc(-c2ccco2)nc2ccccc12)c1ccc(F)cc1
→ 101.0 | -0.2
- CCCNC(=O)CSc1c(-c2ccccc2)c2cc(Cl)ccc2[nH]c1=O
→ 102.0 | 0.2
- CCCCCc1ccc(-c2ccc(C(=O)Oc3ccc(C(=O)OC)cc3)cc2)nc1
→ 101.0 | -0.3
- O=C(NCc1ccco1)c1cc2c(s1)CCCC2
→ 102.0 | 0.3
- Cc1ccc(Cn2c(=O)n(Cc3ccc(C(=O)NC4CCN(Cc5ccccc5)CC4)cc3)c(=O)c3ccccc32)cc1
→ 103.0 | -0.8
- COc1ccc(S(=O)(=O)N(CC(N)=O)c2ccc(C)cc2)cc1
→ 103.0 | 0.3
- CCC(CC)C(=O)Nc1nc2ccc(OC)cc2s1
→ 101.0 | 0.2
- CCOc1ccc(-c2nnc(SC(F)F)n2CCC(=O)O)cc1
→ 104.0 | 0.4
- Cc1cccc2c1-c1sc(C(=O)N(C)c3cccc(C(F)(F)F)c3)cc1CO2
→ 106.0 | 0.3
- COc1ccc(-c2cc(C(=O)OCC(=O)c3ccc(C)cc3)c3cccc(Cl)c3n2)cc1
→ 103.0 | -0.5
- CC(C)N(C(=O)NC(=O)Nc1ccccn1)S(C)(=O)=O
→ 100.0 | 0
- CN1CCC(N(C)C(=O)Nc2ccc(Cl)c(Cl)c2)CC1
→ 100.0 | -0.2
- CCC(C)n1c(=N)c(C(=O)NC2CCCCC2)cc2c(=O)n3ccccc3nc21 (centres undefined)
→ 109.0 | -0.4
- O=CNCc1ccc(F)cc1
→ 100.0 | -0.4
- O=C(O)C1C2C=CC(O2)C1C(=O)NCCc1cccc(Cl)c1 (centres undefined)
→ 101.0 | 0.3
- CC(=O)Nc1ccc(NC(=O)CCNS(=O)(=O)c2cccc3nsnc23)cc1
→ 105.0 | 0.2
- CC1=C(c2ccc(Cl)cc2)S(=O)(=O)NC1=NCc1ccc(C)cc1
→ 107.0 | -0.1
- CC(C)c1ccc(NC(=O)C2CCCN(S(=O)(=O)c3cccc4nonc34)C2)cc1 (centres undefined)
→ 105.0 | 0
- Cc1ccc(C2c3c(-c4ccccc4O)n[nH]c3C(=O)N2CCCO)cc1 (centres undefined)
→ 103.0 | -0.9

Reformatted: 4 of the compounds above.
canonical_smiles: CN1CCC(N(C)C(=O)Nc2ccc(Cl)c(Cl)c2)CC1
  PV pol inh = 100.0 | PV pol inh FP z-score = -0.2
canonical_smiles: CCC(C)n1c(=N)c(C(=O)NC2CCCCC2)cc2c(=O)n3ccccc3nc21 (centres undefined)
  PV pol inh = 109.0 | PV pol inh FP z-score = -0.4
canonical_smiles: O=CNCc1ccc(F)cc1
  PV pol inh = 100.0 | PV pol inh FP z-score = -0.4
canonical_smiles: O=C(O)C1C2C=CC(O2)C1C(=O)NCCc1cccc(Cl)c1 (centres undefined)
  PV pol inh = 101.0 | PV pol inh FP z-score = 0.3

Part of the list above, as a markdown table.
| canonical_smiles | PV pol inh | PV pol inh FP z-score |
| --- | --- | --- |
| CN1CCC(N(C)C(=O)Nc2ccc(Cl)c(Cl)c2)CC1 | 100.0 | -0.2 |
| CCC(C)n1c(=N)c(C(=O)NC2CCCCC2)cc2c(=O)n3ccccc3nc21 (centres undefined) | 109.0 | -0.4 |
